Compound activity: PubChem, University of Kansas High Throughput Screening Laboratory
mHTT-CaM PPI inh: mHTT-calmodulin interaction abrogation | AlphaScreen His-mHTT/GST-CaM binding, luminescence | inhibition, % at 15 µM | 190,000 compounds, 3.6% hits;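 also: 0% = both proteins with DMSO and 100% = one protein alone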
Pf apPOL block: Pf-apPOL DNA polymerase inhibition; Recombinant Pf-apPOL, molecular beacon fluorescence, 1.5 h; inhibition, % at 10 µM; 210,000 compounds, 0.25% hits
* = called active by the depositor; i = inactive; · = no result given; & = joins results of further samples. Rule as the data show it: active = inhibition above about 50%; inactive = the rest. Compounds as they come; 3.6% or so of the library scored in one or more.

SMILES	mHTT-CaM PPI inh	Pf apPOL block
N[C@@H](Cc1cc(CP(=O)(O)O)cc(-c2ccccc2Cl)c1)C(=O)O	·	19
CC(C)N1C/C(=C\c2ccccn2)C(=O)/C(=C/c2ccccn2)C1	9	-2
COc1ccc(C2C(C(=O)Nc3ccc(F)cc3Cl)c3ccccc3C(=O)N2C)cc1 (stereo not drawn)	9	0
COC(=O)C1=C(Nc2ccccc2NS(=O)(=O)c2ccc(OC(F)(F)F)cc2)CSC1	·	3
CCC(=O)N1CCc2ccccc2C1C(=O)NCc1ccc(OC)cc1 (stereo not drawn)	4	0
CC(C)OC(=O)COc1ccc2c(c1)OC(=Cc1ccccc1)C2=O	5	-12
COc1ccc(NS(=O)(=O)c2ccc(N=Cc3ccccc3O)cc2)nn1	0	-17
CC(=O)c1sc(NC(=O)c2ccc(Br)o2)nc1C	2	-1
C#CC(C)(CC)OCC(O)CN1CCN(c2cccc(C(F)(F)F)c2)CC1 (stereo not drawn)	7	2
COc1ccccc1C1=NOC(C(=O)NCc2cccnc2)C1 (stereo not drawn)	-9	0
COC(=O)c1ccc2nc(NC(=O)C3CCCCC3)sc2c1	-21	0
CC(C)(C)c1csc(-c2csc(S(=O)(=O)N3CCCCC3)c2)n1	-10	0
CC(C)C(=O)Nc1ccc(NC(=O)c2ccc(Br)o2)cc1	3	-6
CC(C)(C)OC(=O)N1CC(O)CC1C(=O)NC1CCCCC1 (stereo not drawn)	-3	-2
CCOc1ccc(CNC(=O)c2cc(NC(C)=O)cc3nc(C)ccc23)cc1	18	7
CSc1nn(CSc2n[nH]c(-c3ccccc3F)n2)c(=S)s1	·	-7
COc1ccc(-c2nc(C)cc(C)c2CNC(=O)c2ccc(Br)o2)cc1	-6	4
COc1cccc(N2CCN(C(=O)c3cn4ccccc4n3)CC2)c1	-2	0
CSc1cccc(NC(=O)N2CCn3cccc3C2Cc2ccccc2)c1 (stereo not drawn)	46	-6
N=C1S/C(=C\c2cn[nH]c2-c2ccc(F)cc2)C(=O)N1c1ccc(Br)cc1	33	4

Quoted at random: 3 compounds from above.
SMILES	mHTT-CaM PPI inh	Pf apPOL block
N=C1S/C(=C\c2cn[nH]c2-c2ccc(F)cc2)C(=O)N1c1ccc(Br)cc1	33	4
COC(=O)c1ccc2nc(NC(=O)C3CCCCC3)sc2c1	-21	0
CC(C)OC(=O)COc1ccc2c(c1)OC(=Cc1ccccc1)C2=O	5	-12

Following part.
SMILES	mHTT-CaM PPI inh	Pf apPOL block
O=S(=O)(c1cccs1)N(c1ccccc1)C(F)F	-19	4
COc1ccc(Cn2nnc(-c3ccccc3)n2)cc1	-73	-6
CS(=O)(=O)N(CC(=O)NCc1cccnc1)c1ccccc1F	-3	-6
CC(=O)N1CCc2ccccc2C1C(=O)NC1CCCC1 (stereo not drawn)	-15	-3
COc1ccc(CC(=O)N2CCCC2c2nc(-c3ccccc3C)no2)cc1 (stereo not drawn)	15	-2
CCC(=O)N1CCN(c2nc3c(s2)CC(C(=O)NC2CCCCCC2)CC3)CC1 (stereo not drawn)	12	-2
C=CCN1C(=O)c2oc3ccccc3c(=O)c2C1c1cc(OC)c(OC)c(OC)c1 (stereo not drawn)	-4	-8
CCCc1sc(NC(=O)c2ccccc2[N+](=O)[O-])nc1-c1ccc(OC)cc1	33	-6
COc1ncc(C(=O)Nc2ccc(C)cc2)cn1	-9	-1
COc1ccc(CC2(CC(=O)c3ccccc3)C(=O)c3ccccc3C2=O)cc1	0	-2
COC(=O)c1c(NS(C)(=O)=O)sc2c1CCCC2	-3	·
Cc1ccc2c(c1)/C(=c1\sc3nc4ccccc4n3c1=O)C(=O)N2	0	55*
CN(C)S(=O)(=O)c1ccc(C(=O)N=c2sc3cc(Br)ccc3n2C)cc1	-10	-2
O=C(Nc1ccc(F)cc1)Nc1cccn2ncnc12	-9	-2
COc1cc(OC)c(C2NCCS2)cc1OC (stereo not drawn)	0	4
O=C1C(=Cc2cccn2-c2ccc(O)cc2)C(=O)c2ccccc21	14	1
COCCN=C1Nc2ccccc2NC12CCCN(C(=O)Cc1cccs1)C2 (stereo not drawn)	63*	-5
O=C1C(=Cc2ccco2)Oc2cc(OCc3ccc([N+](=O)[O-])cc3)ccc21	4	8
CCOc1cc(C)c(Cl)cc1S(=O)(=O)NC1CC(C)(C)NC(C)(C)C1	5	-5
CCCCNC(=O)CSc1nc2nc(C)c(Cc3ccccc3)c(C)n2n1	5	-15
CCN1C(=O)Cc2ccccc2C1C(=O)NCc1cccc(F)c1 (stereo not drawn)	-9	0
CCCc1[nH]nc2c1C1(C(=O)N(CC(=O)O)c3ccccc31)C(C#N)=C(N)O2 (stereo not drawn)	6	-5
CC1=NN(C(=O)COc2cc(C)c(Cl)c(C)c2)C(O)(C(F)(F)F)C1 (stereo not drawn)	12	-3
O=C(CN(C1CCCCC1)S(=O)(=O)c1ccc(F)cc1)Nc1ccc2c(c1)OCO2	25	0
Cc1onc(-c2ccccc2Cl)c1C(=O)NC12CC3CC(CC(C3)C1)C2	-2	-4
CCc1c(C2CCN(C(=O)c3cccs3)CC2)noc1N	-1	-1
COCc1nc2c(N)cccn2n1	-5	-4
COC(=O)c1c(C)oc(C)c1S(=O)(=O)Nc1ccccc1	·	-3
COc1cccc2cc(C(=O)OCc3ccccc3)c(=O)oc12	2	-5
Cc1ccc(OC(=O)c2cccc([N+](=O)[O-])c2)c(Br)c1	·	0&1
COc1cc(-c2nnc(NC(=O)c3cc(C)on3)o2)cc(OC)c1OC	-11	-2
Cc1cc(O)cc2c1C(=O)C(=Cc1ccncc1)O2	7	3
CCCN1C(=O)C2(CCOCC2)Nc2ccccc21	2	-6
Cc1ccc(NC(=O)O[C@@H]2C[C@H]3C[C@@H]2[C@H]2CCCCN2[C@H]3C)cc1	-11	-3
CC(=O)c1ccc(N=c2oc3cc(O)ccc3cc2C(N)=O)cc1	9	-4
COc1cccc(N2C=C(C#N)S(=O)(=O)c3c(F)cccc32)c1	-1	-1
CC(C)CSc1nc2c(cnn2-c2ccc(F)cc2)c(=O)[nH]1	-2	3
CC(=O)Nc1cccc(N=Cc2cc(Cc3ccccc3Cl)cc([N+](=O)[O-])c2O)c1	98*	-3
COc1cc(C)c(CNCc2cc(OC)c(OC)c(OC)c2)cc1C	-5	-4
O=c1[nH]c(SCc2ccccc2F)nc2c1cnn2-c1ccccc1	-1	4
Cc1ccc(CNC(=O)C2CCN(c3cc(C(=O)Nc4ccccc4F)ccn3)CC2)cc1	1	3
O=C(O)c1ccc2c(c1)ncn2-c1ccc(Cl)c(C(F)(F)F)c1	7	-2
NC(=O)C[n+]1ccc(CCS(=O)(=O)[O-])cc1	-8	·
O=C(Nc1c2c(nn1-c1ccc(F)cc1)CSC2)c1ccc(F)cc1	4	-3
Cc1ccc(C(=O)N2CCCC2c2ccc(C)cc2)cc1 (stereo not drawn)	1	1
COc1cccc(NC(=O)c2ccc(-c3ccc(F)cc3)nc2)c1	-1	-2
O=C(c1cc2n(n1)CCCN(Cc1cccc(F)c1)C2=O)N1CCC2(CC1)OCCO2	-4	-4
O=C(Nc1ccc(N2CCCC2)cc1)c1ccc([N+](=O)[O-])cc1	1	0
COc1ccc(OC)c(NC(=O)c2cccc([N+](=O)[O-])c2)c1	-4	3
Cc1ccccc1S(=O)(=O)N1CCC(c2cc(N)on2)CC1	2	-8
CCN1C(=O)Cc2cc(C(=O)NCc3ccc(F)cc3)ccc21	2	-3
O=C1OC(c2cccc([N+](=O)[O-])c2)=N/C1=C\c1ccc(Cl)cc1	1	5
CC(C)[N+](C)(CCOC(=O)C1c2ccccc2Oc2ccccc21)C(C)C	·	2
COc1cc(C2=N/C(=C\c3ccc(Cl)cc3)C(=O)O2)cc(OC)c1OC	2	-1
CC1(C(=O)NCc2ccccc2)CCCN(C(=O)c2ccco2)C1 (stereo not drawn)	6	3
Cc1ccc(Nc2nc(-c3ccc4c(c3)OCO4)cs2)nc1	8	-2
COc1cc2c(cc1OC)C1C(C(=O)NCc3cccnc3)c3ccccc3C(=O)N1CC2 (stereo not drawn)	-4	-5
COc1ccc(OCCNc2c([N+](=O)[O-])c(=O)oc3ccccc23)cc1	10	3
c1ccc(-c2n[nH]c(C3CCN(Cc4cccnc4)CC3)n2)cc1	9	8
O=C(Cc1nn[nH]n1)Nc1ccc(F)c(Cl)c1	·	-2

(more compounds)
SMILES	mHTT-CaM PPI inh	Pf apPOL block
NC(=O)c1ccc2c(c1)C1c3ccccc3C2c2ccccc21	17	3
O=C1C2=C/C(=C\N3CCCCC3)C(=O)N2c2ccccc21	9	1
O=C(c1ccccc1)N1CCCC2(C1)Nc1ccccc1NC2=NC1CCCC1 (stereo not drawn)	32	2
Cc1ccc(N(C(=O)C(Cl)(Cl)Cl)C2C=CS(=O)(=O)C2)cc1 (stereo not drawn)	6	0
Cc1ccc(C)c(C(=O)N2CCCC(COc3cccc(C(=O)N4CCCC4)c3)C2)c1 (stereo not drawn)	-7	-1
Cc1nnc(NC(=O)CSc2nnc(-c3cccs3)o2)s1	-20	8
COc1cc(C)c2c(c1)OC(=Cc1ccc(F)cc1)C2=O	-2	-1
COc1cc(C2C3=C(CCCC3=O)NC3=C2C(=O)CCC3)cc(I)c1O	4	-3
O=C(Nc1ccc2[nH]c(=O)[nH]c2c1)c1ncn[nH]1	21	-7
COc1ccccc1C/C(N)=N/OC(=O)c1ccc(Cl)cc1	i	-3
CC(=O)N1C(=O)C2(Nc3ccccc3N2)c2ccccc21	9	-42
O=C(NCCc1csc(C2CCN(C(=O)c3ccc(F)cc3F)CC2)n1)C1CC1	4	-1
COc1ccc(C(=O)N2CCC(c3n[nH]c(C)n3)CC2)c(OC)n1	-5	0
COc1cccc(CC(=O)NCC2(O)CCCC2)c1	-2	-8
Cc1ccc(-n2c3c(cc(C(=O)Nc4cccc(C)n4)c2=O)C(=O)CC(C)(C)C3)cc1	-2	-7
Cc1ccc(NC(=O)C(C)NC(=O)CC23CC4CC(CC(C4)C2)C3)cc1 (stereo not drawn)	2	-2
COCCCNC(=O)N1CCC2(CC1)Nc1cc(F)ccc1-n1cccc12	62*	6
c1cc2c3c(cccc3c1)NC1(CCCCCC1)N2	53*	·
COc1ccc(OC)c(/C=C2N=C(/C=C/c3ccc(C)cc3)OC/2=O)c1	3	-3
COc1ccc(-c2nc3cc(NC(=O)c4ccc([N+](=O)[O-])cc4Cl)ccc3o2)cc1OC	14	-4
O=C(CSc1ncnc2c1cnn2-c1ccc(Cl)cc1)NCc1ccco1	-10	-1
CS(=O)(=O)Nc1ccc(C2(C(=O)NCc3ccco3)CCCCC2)cc1	-5	-7
COc1cc2nc(-c3ccccc3)c(NC3CCCC3)n2cn1	39	-2
CCOC(=O)c1cn2nc(Oc3ccc(N4CCN(C(C)=O)CC4)cc3)ccc2n1	·	-6
Fc1ccc(-c2nc(-c3cn(Cc4ccccc4)nn3)no2)cc1	-10	-3
Cc1ccn2cc(-c3ccc(Cl)cc3)nc2c1	1	-6
CC(C)(C)NC(=S)NN=C1CCCc2occc21	·	-7
CCOc1ccccc1N1CCN(S(C)(=O)=O)CC1	-4	-1
CN(Cc1ccccc1)C(C(=O)Nc1ccc2c(c1)OCO2)c1ccccc1 (stereo not drawn)	18	-4
Cn1c(=O)c(-c2ccc(C(=O)NC3CCCCC3)cc2)nc2cccnc21	-4	-1
C=CCSc1sc2c(=O)[nH]c(=O)[nH]c2c1C#N	-4	·
O=[N+]([O-])c1cccc(C2CC(c3ccccc3F)n3ncnc3N2)c1 (stereo not drawn)	7	2
O=c1[nH]c2ccccc2nc1-c1ccccc1NCc1ccc(Cl)cc1Cl	1	-7
CC(C)C(=O)Nc1ccc2c(c1)CC(C(=O)NCc1ccccc1F)CO2 (stereo not drawn)	-12	-2
O=S(=O)(c1ccccc1)N1CCN(Cc2ccc(F)cc2)CC1	0	2
COc1ccc(C)cc1Nc1nc2ccccc2nc1C(=O)O	8	3
O=c1ccc(-c2ccc3c(c2)OCCO3)n[nH]1	1	6
CC(=O)Oc1ccc(N2C(=O)C3CC=C(C)CC3C2=O)cc1 (stereo not drawn)	3	-2
O=C(/C=C/Nc1ccc(S(=O)(=O)Nc2ncccn2)cc1)c1cccs1	-3	-1
CC(C)(C)OC(=O)Nc1ccc(Br)cc1C(=O)O	-7	-6

An excerpt of these results, as comma-separated lines:
canonical_smiles,mHTT-CaM PPI inh,Pf apPOL block
O=C(CSc1ncnc2c1cnn2-c1ccc(Cl)cc1)NCc1ccco1,-10,-1
CS(=O)(=O)Nc1ccc(C2(C(=O)NCc3ccco3)CCCCC2)cc1,-5,-7
COc1cc2nc(-c3ccccc3)c(NC3CCCC3)n2cn1,39,-2

4 structures out of the list, sorted by count of non-hydrogen atoms, low to high.
SMILES	mHTT-CaM PPI inh	Pf apPOL block
C=CCSc1sc2c(=O)[nH]c(=O)[nH]c2c1C#N	-4	·
CC(=O)Oc1ccc(N2C(=O)C3CC=C(C)CC3C2=O)cc1 (stereo not drawn)	3	-2
Fc1ccc(-c2nc(-c3cn(Cc4ccccc4)nn3)no2)cc1	-10	-3
O=[N+]([O-])c1cccc(C2CC(c3ccccc3F)n3ncnc3N2)c1 (stereo not drawn)	7	2

Other records:
SMILES	mHTT-CaM PPI inh	Pf apPOL block
CCN(Cc1ccccc1)Cc1ccccc1[N+](=O)[O-]	-22	-8
CC(C)(C)NCCCOc1ccc([N+](=O)[O-])cc1	0	0
Cc1ccc2nc(NC(=O)CNS(=O)(=O)c3ccc(Br)s3)sc2c1	-3	-5
CC(C)(C)c1oc(C(=O)O)cc1CN1CCCCC1	1	-4
CC1Cc2cc(-c3cc(CC(=O)NCCc4ccc(S(N)(=O)=O)cc4)no3)ccc2O1 (stereo not drawn)	16	0
Cc1ccccc1CNC(=O)C1CCN(c2cncnc2N2CCCCC2)CC1	15	1

As entered above:
For mHTT-CaM PPI inh, `CC1Cc2cc(-c3cc(CC(=O)NCCc4ccc(S(N)(=O)=O)cc4)no3)ccc2O1` (stereo not drawn) has the entry 16
For Pf apPOL block, `Cc1ccccc1CNC(=O)C1CCN(c2cncnc2N2CCCCC2)CC1` has the entry 1
For Pf apPOL block, `CC(C)(C)c1oc(C(=O)O)cc1CN1CCCCC1` has the entry -4
